# Screening data (PubChem)
# S1P3 antagonist – antagonists of human S1P3 receptor; CHO S1P3 NFAT-BLA reporter, FRET fluorescence, antagonist mode; inhibition, % at 4.98 µM; Q99500; 0.27% of 170,000 active; AID 485;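 active = inhibition above the plate cutoff, the mean inhibition of test wells on that plate plus 3 SD, cut at about 28% in these data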;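 also: cells challenged with S1P at its EC80 of 0.8 µM; blue over green emission ratio from cleaved BLA substrate after 4 h stimulation; 0% = S1P-stimulated wells and 100% = unstimulated DMSO-only wells; some compounds past the cut are filed as inactive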
# Lmaj promast – Leishmania major promastigote growth inhibition; inhibition, % at 10 µM; 9% of 200,000 active; Leishmania major promastigotes, resazurin fluorescence viability; in the data active = inhibition above about 50%;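 also: promastigotes grown with compound for 44 hours at 28 °C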
# PPARg SRC1 recr – agonists of human PPARgamma SRC-1 coactivator recruitment. P37231. PPARgamma-SRC-1 coactivator recruitment biochemical assay. activation, % at 8 µM. 0.41% of 200,000 active. AID 631; in the data active = activation above about 19%;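 also: 0% = DMSO and 100% = reference agonist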
# Target sequence (P37231 whole entry, looked up): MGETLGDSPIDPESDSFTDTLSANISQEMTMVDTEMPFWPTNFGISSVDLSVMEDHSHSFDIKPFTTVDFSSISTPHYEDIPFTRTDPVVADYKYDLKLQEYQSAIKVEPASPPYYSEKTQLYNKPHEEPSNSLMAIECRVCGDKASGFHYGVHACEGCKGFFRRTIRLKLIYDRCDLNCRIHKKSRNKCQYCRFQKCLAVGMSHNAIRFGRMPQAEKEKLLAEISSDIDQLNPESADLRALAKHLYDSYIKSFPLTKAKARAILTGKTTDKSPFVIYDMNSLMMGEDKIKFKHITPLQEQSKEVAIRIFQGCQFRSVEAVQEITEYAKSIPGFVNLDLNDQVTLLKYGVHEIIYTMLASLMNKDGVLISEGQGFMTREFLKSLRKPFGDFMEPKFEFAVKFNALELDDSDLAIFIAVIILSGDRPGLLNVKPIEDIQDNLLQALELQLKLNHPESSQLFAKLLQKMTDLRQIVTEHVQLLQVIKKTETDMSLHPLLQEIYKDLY
# PPARg SRC2 recr – agonists of SRC-2 recruitment by human PPARgamma; P37231; PPARgamma LBD-SRC-2 recruitment, biochemical; activation, % at 8 µM; 0.34% of 200,000 active; in the data active = activation above about 22%;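 also: 0% = vehicle and 100% = reference agonist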
# bIAP inh – intestinal alkaline phosphatase (bovine) inhibition; purified bovine IAP, CDP-star luminescence, 30 min; inhibition, % at 20 µM; 190,000 tested, under 10 active; AID 1019;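 active = over 50% inhibition of intestinal alkaline phosphatase at 20 µM in the single-dose screen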
#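 Incubation: 30 min reaction at room temperature / Material: purified bovine intestinal alkaline phosphatase (IAP) enzyme / Input: enzyme at 1/65,000,000 dilution / Dosing: 20 µM single dose / Signal: CDP-star luminescence signal / Reagent: CDP-star chemiluminescent phosphatase substrate, 30 µM final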
# SRC2 TRFRET art – flags TR-FRET format artefacts in PPARgamma SRC-2 recruitment agonist screen; TR-FRET artefact counter-screen; stronger effect = higher value; TR-FRET ratio at 8 µM; 0.4% of 200,000 active; in the data active = TR-FRET ratio above about 2000; also: inactives centre near 1500; reference of the scale not given here
# ROMK primary – human ROMK K+ channel modulation, primary screen | P48048 | Tet-inducible ROMK, thallium flux fluorescence; actives lie on both sides | B-score at 10 µM | 2% of 130,000 active | AID 1918;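 active = signal ratio slope over the read window, or its plate-corrected B-score, at least 3 SD from the plate mean, either direction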;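 also: B-score of the F/F0 ratio slope over 7 to 12 s after thallium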
# Target sequence (P48048 whole entry, looked up): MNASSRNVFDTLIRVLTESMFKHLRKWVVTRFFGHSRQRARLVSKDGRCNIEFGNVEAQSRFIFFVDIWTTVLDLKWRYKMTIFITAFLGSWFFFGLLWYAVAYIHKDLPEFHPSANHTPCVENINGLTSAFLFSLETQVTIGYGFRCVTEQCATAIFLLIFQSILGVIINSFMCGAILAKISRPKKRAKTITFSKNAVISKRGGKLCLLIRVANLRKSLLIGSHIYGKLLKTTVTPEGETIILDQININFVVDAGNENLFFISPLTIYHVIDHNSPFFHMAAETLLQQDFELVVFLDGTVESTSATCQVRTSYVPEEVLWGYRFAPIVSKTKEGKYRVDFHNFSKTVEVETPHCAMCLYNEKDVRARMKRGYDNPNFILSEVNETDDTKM
# RAM inhibit – blocks the yeast RAM network | S. cerevisiae dse1pr::URA3 reporter, 5-FOA growth OD615, 2 d; analog-sensitive cbk1-as2 kinase mutant strain | inhibition, % at 50 µM | 1.8% of 190,000 active;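 active = inhibition above a set limit, 3 SD over mean compound inhibition, cut at about 8.4% in these data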;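 also: 0% = DMSO-only wells with no growth and 100% = 10 µM 1-NA-PP1 full growth; inhibition rescues growth on 5-FOA so higher OD means more RAM inhibition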
# PPARg SRC3 recr – PPARgamma-driven SRC-3 recruitment agonism; 0.26% of 200,000 active; P37231; activation, % at 8 µM; biochemical PPARgamma/SRC-3 coactivator recruitment assay; in the data active = activation above about 23%;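 also: 0% = DMSO and 100% = reference agonist; some compounds past the cut are filed as inactive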
# HMGR II inh – blocks class II HMG-CoA reductase of Enterococcus faecalis; inhibition, % at 10 µM; purified E. faecalis HMGR, NADPH absorbance 340 nm kinetic; 0.41% of 190,000 active;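 active = inhibition above a set limit, the median over all tested compounds plus 3 SD, cut at about 9.5% in these data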;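 also: enzyme runs in reverse so mevalonate oxidation gives rising NADPH absorbance; 0% = complete reaction with DMSO and 100% = background rate lacking mevalonate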
# DTT redox prof – compounds producing H2O2 with reducing agent – biochemical, NIH compound library profiling, artefact control for MLSCN library redox annotation, primary screen | DTT-dependent redox cycling H2O2, phenol red/HRP absorbance; 100% = 100 µM peroxide control, 0% = buffer | activation, % at 10 µM | 0.03% of 200,000 active | AID 878;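 active = activation of at least 50% relative to the plate's high and low controls in the primary single-dose screen; inactive = activation below 50%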;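 also: compound incubated with DTT at 0.8 mM final as the reducing agent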
# Starred values were filed as active, the others as inactive; / = not tested or not shown.
SMILES,S1P3 antagonist,Lmaj promast,PPARg SRC1 recr,PPARg SRC2 recr,bIAP inh,SRC2 TRFRET art,ROMK primary,RAM inhibit,PPARg SRC3 recr,HMGR II inh,DTT redox prof
CN(C)c1nc2n(c(=O)n1)C(C#N)CS2 (stereo not drawn),/,-5,-3,-1,-13,1577,-0.25,-1.3,-1,-5,-0.6
COc1cc(C(=O)N2CCN=C2c2ccccc2)cc(OC)c1OC,-59,5,2,3,0,1435,0.34,-0.2,-2,1,2.6
CC(Sc1nnc(-c2ccc(C(C)(C)C)cc2)n1C)C(N)=O (stereo not drawn),/,-3,0,8,15,1491,0.5,1.9,11,-2,0.1
CCCCCN(C(=O)NC(=O)Nc1ccc(C)cc1C)S(C)(=O)=O,0,-13,8,3,5,1624,0.84,-0.9,-2,4,-2.9
CS(=O)(=O)c1ccc(Cl)c(NC(=O)c2cccc(Br)c2)c1,8,33,0,-3,0,1567,1.3,2.2,8,-5,-0.6
Nc1nnnn1CC(=O)N/N=C/c1ccc(-c2cccc(Cl)c2)o1,5,-10,6,2,-6,1900,-0.48,2.5,-1,1,-1.3
Cc1ccc2c(c1)C1CN(C)CCC1N2C(=O)COc1ccc(N(C)C(=O)c2ccccc2)cc1 (stereo not drawn),-28,-7,4,-3,-5,1663,0.13,-0.9,0,-2,0.1
COC(=O)Cc1ccc(NC(=O)c2ccc(C(C)(C)C)cc2)cc1,/,3,-1,1,18,1374,0.3,5.0,7,0,-0.3
O=C(O)c1ccccc1NCCO,-4,-5,4,-1,18,1493,0.37,1.3,-2,/,-0.3
O=S(=O)(c1ccc(Nc2ccc(-c3ccc4c(c3)OCCO4)nn2)cc1)N1CCCC1,/,23,12,3,12,1686,0.041,1.7,8,-6,3.9
CSc1nc2ccc(N3C(=O)C4CCCCC4C3=O)cc2s1 (stereo not drawn),/,-2,-2,6,-5,1538,/,3.6,5,-4,-8.4
COc1ccccc1/C=C\C=N\NC(=O)CCn1nnc2ccccc21,-7,0,-3,-8,-26,1715,/,4.4,-2,-4,0.4
Cn1c(CN2CCCC2)nc2cc(NC(=O)Nc3ccccc3)ccc21,21,0,4,-5,-131,1557,0.051,0.8,-14,0,1.2
O=C(NCc1ccco1)c1cnc2ccccn2c1=O,-17,-7,13,7,13,1645,/,2.3,6,4,-2.0
CCc1cccc2c(C=C(C#N)C#N)cn(CC(=O)N3CCCCCC3)c12,/,-2,3,7,2,1512,/,1.5,-12,-1,2.1
Cc1ccc(S(=O)(=O)/N=C(\CN2CCOCC2)N2CCOCC2)cc1,/,-7,7,14,0,1597,/,1.7,13,-7,-5.1
Cc1cccc2nc(Cn3c(=O)n(CCC(=O)NCc4ccco4)c(=O)c4sccc43)cc(=O)n12,-43,-4,7,1,6,1606,/,2.3,2,2,-2.6
O=C(NCc1ccc2c(c1)OCO2)c1cccc(S(=O)(=O)N2CCOCC2)c1,-10,-3,-5,-1,5,1452,/,-0.3,-6,0,2.7
COc1ccccc1NC(=O)C(=O)N/N=C/c1cccs1,6,55*,-1,1,0,1566,0.57,-0.3,-2,-1,0.2
CC(C)CCNC(=O)CSc1nnc(-c2ccc(S(=O)(=O)N3CCCC3)cc2)n1C,/,-5,-2,-3,-6,1419,-0.17,-0.6,-1,-1,0.1
O=C1CC(=O)CC(c2ccccc2Cl)C1,-16,-5,4,2,14,1607,/,2.5,7,-3,-3.0
COC(=O)c1ccc(N2CCN(C)CC2)c(NC(=O)COc2ccc(OC)cc2)c1,5,26,6,-2,-17,1615,/,0.1,15,8,0.4
CCCc1nc2ccc(NC(=O)NCCC(=O)OCC)cc2c(=O)n1Cc1cccc(Cl)c1,/,2,6,5,10,1646,0.025,10*,0,-3,0.1
CC(=O)c1c(C)[nH]c(C(=O)NCc2ccco2)c1C,-14,4,-8,-3,-8,1727,1.7,1.3,-6,-12,-1.0
CC(=O)Cc1nsc(NC(=O)c2cccc(F)c2)n1,-7,-5,8,8,-1,1606,0.78,0.1,9,5,-0.8
# The results go on:
SMILES,S1P3 antagonist,Lmaj promast,PPARg SRC1 recr,PPARg SRC2 recr,bIAP inh,SRC2 TRFRET art,ROMK primary,RAM inhibit,PPARg SRC3 recr,HMGR II inh,DTT redox prof
Brc1ccccc1OCCCCCN1CCCC1,/,98*,-2,2,9,1457,/,-0.9,-2,3,-0.7
Cc1nn(Cc2ccc([N+](=O)[O-])cc2)c(=O)n1-c1ccc(F)cc1,/,-6,-1,2,6,1570,/,0.9,3,-7,2.1
O=C(NCCc1ccccc1)C(c1cccs1)N(C(=O)CCl)c1ccc(Cl)cc1 (stereo not drawn),2,101*,4,0,-4,1510,-1.8,2.0,2,-2,-0.2
O=C(N=Nc1c(O)[nH]c2ccc(Br)cc12)c1ccccc1-n1cccc1,/,24,4,8,-9,1460,2.9,2.4,-3,-4,0.1
O=C(OCC(=O)N1CCCC1)c1ccco1,-19,-6,-2,11,3,1431,/,0.9,2,-2,-5.5
O=C(NCC(=O)N(c1ccccc1)C(C(=O)NC1CCCCC1)c1cccnc1)c1cccs1 (stereo not drawn),-3,-8,1,1,-14,1545,0.46,3.2,1,0,0.0
Cc1cc(S(=O)(=O)N(Cc2ccc(F)cc2)CC2CCCO2)ccc1-n1cnnn1 (stereo not drawn),27,3,1,-5,19,1428,0.65,0.9,-4,-1,2.5
COc1ccccc1NS(=O)(=O)c1cccc(C(=O)N/N=C(\C)c2ccc(-n3ccnc3)cc2)c1,/,100*,-1,7,-18,1559,2.1,1.9,-6,-2,0.1
CCC(C)[C@H](NC(=O)NCc1cccs1)C(=O)O (stereo partly drawn),-16,-5,0,-6,5,1442,0.71,1.1,-4,-1,1.6
O=C1/C(=C/c2cccnc2)SC(=S)N1c1ccccc1,-5,-3,-5,-6,0,1608,/,1.0,-2,-5,0.8
CCCSc1cc(N2CCOCC2)nc(-c2ccccc2Cl)n1,/,11,0,3,1,1333,-0.61,1.7,-8,-1,0.0
Cc1[nH]n(-c2nc(-c3ccccc3)cc(=O)[nH]2)c(=O)c1CCO,-1,-1,-19,-3,35,1435,-0.049,3.7,2,-4,-0.2
CCCCSC(=O)Nc1ccccc1,27,-5,0,-3,16,1391,/,1.0,4,-1,-0.3
COc1ccc(C2N(c3ccccc3)C(=S)N3CCCN23)cc1 (stereo not drawn),12,1,-5,-1,-2,1612,0.87,2.6,2,-6,-0.1
COC(=O)CNC(=O)COC(=O)C(Cc1ccccc1)NC(=O)c1ccco1 (stereo not drawn),16,10,7,3,3,1570,-0.81,1.5,4,-3,2.5
CCOC(=O)CC(=O)CSc1nc2ccccc2c(=O)n1-c1ccc(C(=O)NCCOC)cc1,/,-8,4,6,-2,1630,/,5.0,15,2,1.0
N#CC(c1ccccn1)(c1ncc(C(F)(F)F)cc1Cl)N1CCOCC1 (stereo not drawn),/,-6,0,10,-9,1496,/,-0.6,-3,-1,2.8
O=C(c1ccco1)N1CCN(S(=O)(=O)N2CCOCC2)CC1,-19,0,-2,2,7,1611,-0.62,0.7,-6,-1,0.4
COc1cc(CNc2ccc(N3CCN(C(C)=O)CC3)cc2)ccc1OCc1ccccc1,-7,-5,0,4,10,1404,-0.098,0.1,2,4,-1.3
CCn1cc(C(=O)NCc2ccccn2)c(=O)c2cc(S(=O)(=O)N3CCCCC3)ccc21,-28,1,3,4,2,1551,/,-0.2,5,-1,-0.6
CC(=O)N1CCC2(CC1)C(C#N)=C(N)Oc1c2sc2nc(C)cc(C)c12,-11,2,-5,0,7,1521,0.1,-0.6,1,0,0.4
O=c1[nH]c(-c2ccccn2)nc2sc(-c3ccccc3)cc12,-24,100*,1,-2,-16,1722,-0.03,7.0,-1,-1,-0.6
Cc1nc(=O)c(-c2ccccc2)c(C)n1CC1CCCO1 (stereo not drawn),-35,-5,10,6,15,1564,/,1.2,9,0,-1.1
CS(=O)(=O)N1CCCC(C(=O)NCCCN2CCOCC2)C1 (stereo not drawn),-15,-1,-4,2,12,1200,0.73,1.3,-2,-9,-0.3
O=C(NCc1ccccc1)/C(=C/c1ccc(OC(F)F)cc1)c1ccccc1,10,46,2,-3,-14,1372,/,12*,1,-14,0.4

# One compound at a time (already shown).
# `COC(=O)CNC(=O)COC(=O)C(Cc1ccccc1)NC(=O)c1ccco1` (stereo not drawn) is listed as S1P3 antagonist: 16; Lmaj promast: 10; PPARg SRC1 recr: 7; PPARg SRC2 recr: 3; bIAP inh: 3; SRC2 TRFRET art: 1570; ROMK primary: -0.81; RAM inhibit: 1.5; PPARg SRC3 recr: 4; HMGR II inh: -3; DTT redox prof: 2.5
# `CCn1cc(C(=O)NCc2ccccn2)c(=O)c2cc(S(=O)(=O)N3CCCCC3)ccc21` is listed as S1P3 antagonist: -28; Lmaj promast: 1; PPARg SRC1 recr: 3; PPARg SRC2 recr: 4; bIAP inh: 2; SRC2 TRFRET art: 1551; ROMK primary: /; RAM inhibit: -0.2; PPARg SRC3 recr: 5; HMGR II inh: -1; DTT redox prof: -0.6

# Additional results.
SMILES,S1P3 antagonist,Lmaj promast,PPARg SRC1 recr,PPARg SRC2 recr,bIAP inh,SRC2 TRFRET art,ROMK primary,RAM inhibit,PPARg SRC3 recr,HMGR II inh,DTT redox prof
Cc1cc(=O)cc(C)n1-c1ccc(O)cc1,-15,-5,7,2,6,1723,-0.33,2.2,4,0,-0.5
CN(CC(=O)Nc1ccccc1[N+](=O)[O-])Cc1ccc(Br)cc1,-5,6,2,-6,20,1508,-0.43,2.8,4,-2,-0.2
COc1ccc(Cc2nc(-c3ccc(-n4cccc4)cc3)no2)cc1,-38,-7,9,5,10,1596,/,6.4,5,-2,-1.6
O=[N+]([O-])c1ccc(C2CNC(c3ccccc3)O2)cc1 (stereo not drawn),/,-4,-2,3,10,1530,/,1.0,-1,-4,0.1
O=C(Cc1cccc2ccccc12)N/N=C/c1ccc(Sc2cccc3cccnc23)o1,/,44,2,10,5,1440,0.0018,5.4,7,2,0.8
Cc1cccc(C)c1NC(=O)CSCC(=O)c1ccc(O)c(O)c1,/,-5,6,-5,8,1526,-0.98,2.5,-4,-3,-1.5
COc1cc(OC)cc(C(=O)NCC(=O)OCC(=O)N2c3ccccc3NC(=O)C2(C)C)c1,-11,1,6,12,-20,1675,0.29,2.7,7,-1,-0.2
COc1cccc(NC(=O)Cn2c(=O)n(-c3ccccc3)c(=O)c3oc4ccccc4c32)c1,2,4,4,-5,2,1510,0.057,3.2,-2,-2,-0.1
O=C(N1CCN=C1SCc1cccnc1)C12CC3CC(CC(C3)C1)C2,-15,13,7,-4,-6,1499,/,0.1,-4,3,1.3
CCOc1ccc(C(=O)NCC(=O)OCc2c(F)cccc2Cl)cc1OCC,-23,0,0,-3,-10,1460,/,6.2,1,3,0.4
CCCOc1ccc(/C=C/C(=O)N2CCN(c3ccccn3)CC2)cc1,-17,-1,9,4,-2,1501,-0.54,-0.4,5,-2,0.3
CC(C)CCN1CCN(Cc2cccc3nonc23)CC1CCO (stereo not drawn),-7,27,-3,-2,8,1475,-1.5,-0.7,-3,-8,-0.8
Cc1ccc2nc(C(C)O)[nH]c2c1 (stereo not drawn),/,-2,-3,7,6,1669,/,-0.3,3,-2,-2.9
